High-throughput results from PubChem.
Growth percent in the NCI-60 one-dose screen (48 h, 10 µM unless noted): 100 = growth as untreated, 0 = no growth, -100 = all killed.
SW-620: SW-620 colon cancer. hit rate 5.2% among 82,000. AID 1794795
SF-539: SF-539 CNS cancer | AID 1794752 | hit rate 6.8% among 81,000
KM12: KM12 colon cancer cells; AID 1794800; hit rate 5% among 82,000
SNB-75: SNB-75 CNS cancer. hit rate 5% among 79,000. AID 1794750
SNB-19: SNB-19 CNS cancer cells. hit rate 2.5% among 81,000. AID 1794751
HCC-2998: HCC-2998 colon cancer; hit rate 4.7% among 79,000
SF-295: SF-295 CNS cancer cells; hit rate 5.6% among 79,000
HCT-116: HCT-116 colon cancer. hit rate 7.3% among 82,000
HCT-15: HCT-15 colon cancer; hit rate 5.2% among 82,000; AID 1794746
Numbers without * were called inactive; / = no result given; & = joins results of further samples. The calls were made as follows: active = growth percent below 10; inactive = the rest. Some of the compounds tested, so the mix of outcomes need not match the whole.

No. | compound | SW-620 | SF-539 | KM12 | SNB-75 | SNB-19 | HCC-2998 | SF-295 | HCT-116 | HCT-15
1 | CNCC(=O)c1ccccc1 | 103.8 | 97.9 | 97.8 | 94.7 | 103.3 | 111.2 | 110.7 | / | 110.0
2 | O=C1NC(=O)C(=Cc2ccco2)C(=O)N1 | 107.2&108.6 | 103.3&93.9 | 110.9&110.3 | 81.1&91.3 | 100.8&106.8 | 102.9&107.6 | 104.4&125.1 | 100.7&112.0 | 115.7&102.1
3 | CC1([N+](=O)[O-])COP(=O)(Nc2ccccc2F)OC1 (configuration not stated) | 99.2 | 102.3 | 102.6 | 91.9 | 101.9 | 103.6 | 96.0 | 100.7 | 102.1
4 | O=C(NCCCOc1ccc([N+](=O)[O-])cc1Cl)Nc1cccc(S(=O)(=O)F)c1 | 106.2 | 95.8 | 105.0 | 61.7 | 102.4 | 85.7 | 97.2 | 100.3 | 94.6
5 | CC(=O)OCC1=C(C(=O)O)N2C(=O)[C@@H](NC(=O)CCCC(N)C(=O)O)C2SC1 (some centres not stated) | 107.7 | 113.0 | 106.4 | 107.5 | 104.3 | 102.5 | 100.3 | 102.4 | 106.1
6 | O=[N+]([O-])c1ccc(N2CCNCC2)c2nonc12 | 99.1 | 100.9 | 103.6 | 90.4 | 97.6 | 106.2 | 99.4 | 89.5 | 92.6
7 | CCOC(=O)CC(SP(=S)(OC)OC)C(=O)OCC (configuration not stated) | 107.8 | 105.3 | / | 79.7 | 101.2 | 110.2 | 96.0 | 102.6 | 107.9
8 | COC1OC(CO)C(O)C(O)[CH]1[Hg][O]C(C)=O (configuration not stated) | 89.0 | 106.3 | 94.5 | 77.3 | 94.4 | 105.8 | 101.5 | 101.5 | 87.1
9 | COc1ccc(-n2c(Sc3nnc(N)s3)nc3ccc(Cl)cc3c2=O)cc1 | 102.5 | 93.6 | 95.9 | / | 103.1 | 104.4 | 89.0 | 97.6 | 97.9
10 | COC(C(=O)[C@@H](O)[C@@H](C)O)[C@@H]1Cc2cc3cc(O[C@H]4C[C@@H](O[C@H]5C[C@@H](O)[C@H](O)C(C)O5)[C@H](O)C(C)O4)c(C)c(O)c3c(O)c2C(=O)[C@H]1O[C@H]1C[C@@H](O[C@H]2C[C@@H](O[C@H]3C[C@@H](O)[C@@H](O)C(C)O3)[C@@H](O)C(C)O2)[C@H](O)C(C)O1 (some centres not stated) | 22.2 | 1.0* | 4.0* | -31.8* | 11.7 | -5.2* | 12.9 | 2.3* | 47.7
11 | N#[N+]c1nc2nc(N)[nH]c(=O)c2[nH]1 | 97.9 | 101.3 | 108.1 | 92.0 | 99.8 | 104.4 | 100.8 | 96.8 | 97.9
12 | CNC(=O)Oc1ccc(SC)c(C)c1 | 103.9 | 106.9 | 96.6 | 92.6 | 106.1 | / | 112.7 | 101.8 | 98.9
13 | O=C(NCCCCCCN1CC1)Nc1ccccc1 | 102.5 | 106.8 | 100.0 | 106.0 | 100.0 | 105.5 | 101.7 | 87.4 | 101.7
14 | O=NN(CCF)C(=O)NCCO | 100.0 | 109.9 | / | 94.5 | 100.3 | 101.5 | 109.8 | 102.0 | 102.6
15 | C[C@H]1[C@H](OC(=O)CCC(=O)Nc2cnccn2)O[C@@H]2OC3(C)CC[C@H]4[C@H](C)CC[C@@H]1[C@@]24OO3 | 21.8 | 33.2 | 22.3 | 72.6 | 56.3 | 63.5 | 41.7 | 14.6 | 12.0
16 | CCC1(O)CCC2C3CC=C4CCCCC4C3CCC21C (configuration not stated) | 112.4 | 100.6 | 108.1 | 102.5 | 99.5 | 105.8 | 115.1 | 103.5 | 102.1
17 | CC1CNC(=S)S1 (configuration not stated) | 108.7 | 110.3 | 114.2 | 96.4 | 103.2 | 93.8 | 102.9 | 107.3 | 103.3
18 | O=C(NCCCNCCCCCCCNCCCNC(=O)C1CCC2(CC1)OOC1(O2)C2CC3CC(C2)CC1C3)C1CCC2(CC1)OOC1(O2)C2CC3CC(C2)CC1C3 (configuration not stated) | 81.2 | 108.1 | 86.2 | 96.5 | 90.6 | 103.2 | 96.3 | 82.3 | 92.2
19 | CC1CCC2(O)C3(C)CC4(O)OC2(C1O)C1(O)C3(O)C(OC(=O)c2ccc[nH]2)C(O)(C(C)C)C41C (configuration not stated) | 99.1 | 106.0 | 104.5 | 93.1 | 103.1 | / | 119.7 | 65.2 | 110.8

Compound profiles, from the list above.
CNC(=O)Oc1ccc(SC)c(C)c1 as listed: SW-620: 103.9; SF-539: 106.9; KM12: 96.6; SNB-75: 92.6; SNB-19: 106.1; HCC-2998: /; SF-295: 112.7; HCT-116: 101.8; HCT-15: 98.9
CC(=O)OCC1=C(C(=O)O)N2C(=O)[C@@H](NC(=O)CCCC(N)C(=O)O)C2SC1 (some centres not stated) as listed: SW-620: 107.7; SF-539: 113.0; KM12: 106.4; SNB-75: 107.5; SNB-19: 104.3; HCC-2998: 102.5; SF-295: 100.3; HCT-116: 102.4; HCT-15: 106.1

Some of these compounds in order of SMILES length, rising:
No. | compound | SW-620 | SF-539 | KM12 | SNB-75 | SNB-19 | HCC-2998 | SF-295 | HCT-116 | HCT-15
17 | CC1CNC(=S)S1 (configuration not stated) | 108.7 | 110.3 | 114.2 | 96.4 | 103.2 | 93.8 | 102.9 | 107.3 | 103.3
7 | CCOC(=O)CC(SP(=S)(OC)OC)C(=O)OCC (configuration not stated) | 107.8 | 105.3 | / | 79.7 | 101.2 | 110.2 | 96.0 | 102.6 | 107.9
4 | O=C(NCCCOc1ccc([N+](=O)[O-])cc1Cl)Nc1cccc(S(=O)(=O)F)c1 | 106.2 | 95.8 | 105.0 | 61.7 | 102.4 | 85.7 | 97.2 | 100.3 | 94.6
